Screens: PubChem, several laboratories
ABHD5-PLIN5 inh = inhibitors of human ABHD5-perilipin-5 interaction; Q00G26+Q8WTS1; Split G. princeps luciferase complementation, luminescence, 4 h; inhibition, % at 4 µM; 360,000 compounds, 0.78% hits; AID 602281;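 active = inhibition above the mean inhibition across every tested compound plus 3 SD, cut at about 22% in these data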;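 also: 0% = DMSO only wells and the 100% control is not disclosed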
PDI turbidity = PDI (human) enzyme inhibition | 350,000 compounds, 0.052% hits | inhibition, % at 10 µM | AID 588391 | PDI insulin aggregation turbidity, A650, 90 min;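 active = mean inhibition across replicates of 30% or more, whatever share of single replicates reach that level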;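 also: absorbance from insulin aggregation driven by PDI reduction with DTT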
Target sequence (P07237 whole entry, looked up): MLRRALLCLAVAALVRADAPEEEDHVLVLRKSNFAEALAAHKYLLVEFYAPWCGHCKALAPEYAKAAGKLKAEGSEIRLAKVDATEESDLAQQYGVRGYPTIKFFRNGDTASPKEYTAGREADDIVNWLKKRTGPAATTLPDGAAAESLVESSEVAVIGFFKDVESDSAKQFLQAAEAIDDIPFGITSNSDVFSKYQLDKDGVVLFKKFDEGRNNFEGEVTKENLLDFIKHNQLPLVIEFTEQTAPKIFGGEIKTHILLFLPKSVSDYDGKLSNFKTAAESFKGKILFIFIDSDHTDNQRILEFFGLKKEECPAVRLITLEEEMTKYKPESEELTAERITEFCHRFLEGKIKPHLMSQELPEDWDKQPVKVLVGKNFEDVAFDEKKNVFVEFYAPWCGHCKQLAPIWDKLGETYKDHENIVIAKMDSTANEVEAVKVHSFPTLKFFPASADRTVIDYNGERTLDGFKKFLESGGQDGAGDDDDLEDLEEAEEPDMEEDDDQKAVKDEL
m5-HT2A agonist = mouse HTR2A agonism via beta-arrestin recruitment. P35363. CHO-K1 mHTR2A beta-arrestin complementation, luminescence; percent of 30 µM serotonin response. activation, % at 7.6 µM. 360,000 compounds, 0.66% hits;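 active = activation above a run cutoff, the mean activation of all tested compounds plus 3 SD, cut at about 14% in these data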;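 also: 0% = plate median of compound wells and 100% = 30 µM serotonin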
Target sequence (P35363 whole entry, looked up): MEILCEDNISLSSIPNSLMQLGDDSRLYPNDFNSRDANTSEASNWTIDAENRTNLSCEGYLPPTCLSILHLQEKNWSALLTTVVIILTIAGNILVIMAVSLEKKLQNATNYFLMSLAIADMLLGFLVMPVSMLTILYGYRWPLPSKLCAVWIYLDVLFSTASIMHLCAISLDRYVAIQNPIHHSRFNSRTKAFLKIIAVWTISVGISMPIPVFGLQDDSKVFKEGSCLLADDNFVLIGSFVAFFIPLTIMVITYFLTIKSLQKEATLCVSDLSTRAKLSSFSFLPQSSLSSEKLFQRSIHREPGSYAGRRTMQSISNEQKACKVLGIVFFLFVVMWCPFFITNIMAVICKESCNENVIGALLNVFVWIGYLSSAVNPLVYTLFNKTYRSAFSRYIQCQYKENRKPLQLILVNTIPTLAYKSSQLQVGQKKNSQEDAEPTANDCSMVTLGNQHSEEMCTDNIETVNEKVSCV
MC4R antag cAMP = blocks human MC4R cAMP signaling. P32245. 360,000 compounds, 0.48% hits. AID 540295. inhibition, % at 6.5 µM. MC4R-expressing cells, MTII-stimulated cAMP, LANCE TR-FRET;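 active = inhibition above its plate's cutoff, the mean of tested wells on that plate plus 3 SD, cut at about 29% in these data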;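 also: 0% = Melanotan II alone and 100% = Melanotan II plus saturating MCL0020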
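System: U2OS-MC4R stable cell line; Technique: Eu-cAMP/anti-cAMP TR-FRET, emission 671 nm; Repeats: single well per compound; Also added: Melanotan II; Dosing: one concentration, 6.5 µM nominal; Schedule: 30-min compound, 1-h challenge, 1-h detection, room temperature.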
Granule exo inh = blocks lytic granule exocytosis; TALL-104 LAMP-1 surface exposure, flow cytometry; cells stimulated with thapsigargin and PMA; inhibition, % at 10 µM; AID 651702; 360,000 compounds, 0.66% hits;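 active = inhibition above about 55%, limit read from the data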
CaV13 ICDI inh = Primary screen for inhibitors of IQ motif and Ca2+-dependent inactivation inhibitor domain binding in CACNA1D, Förster resonance energy transfer in living cells, …; AID 743397; inhibition, % at 12.3 µM; HEK cells, CFP/YFP FRET ICDI-IQ, plate reader, 10 min; percent FRET-ratio fall versus neutral wells; 340,000 compounds, 0.098% hits;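 active = mean replicate inhibition of at least 30% and at least 1% of replicates passing that level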;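 also: 0% = median of the neutral control wells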
ABCB6 inh 2 = human ABCB6 transporter inhibition; Q9NP58; K562-ABCB6 porphyrin accumulation, flow cytometry, 1 h; stronger effect = lower value; fluorescence ratio to DMSO, % at 10 µM; 360,000 compounds, 0.19% hits; AID 602162;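 active = fluorescence ratio to DMSO below 75%, the collection mean minus 3 SD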;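 also: signal is porphyrin accumulated inside mitochondria; 100% equals median channel fluorescence of DMSO control wells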
Cardio protect = protects H9c2 cardiomyocytes from peroxide injury; protection from H2O2 cell death, % at 20 µM; 360,000 compounds, 0.63% hits; H2O2 injury protection, ATPLite, 2 h;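 active = compounds giving at least 50% protection of heart cells from peroxide-induced death in the single-dose screen, raw or plate-pattern-corrected value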;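 also: 0% = DMSO wells with peroxide and 100% = DMSO wells without peroxide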
Glyco luc inh = blocks N-linked glycosylation in D54 reporter cells; reporter increase, % at 12.5 µM; D54 ERlucT glycosylation luciferase reporter, 24 h; percent of 100 nM tunicamycin response; AID 588692; 360,000 compounds, 0.23% hits;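 active = mean luciferase reporter signal, scaled so untreated is 0 and the glycosylation-blocking control 100, at or above a set limit in every replicate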;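 also: luciferase carries N-glycosylation sites so blocking glycosylation raises the light; 0% = median of neutral control wells and 100% = median of 100 nM tunicamycin wells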
MC4R barr agon = activates human MC4R beta-arrestin recruitment | P32245 | U2OS MC4R beta-arrestin complementation, luminescence; percent of melanotan II response, DMSO zero | activation, % at 8.9 µM | 360,000 compounds, 0.98% hits | AID 540308;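 active = activation above a per-plate cutoff, the mean activation of sample wells on that plate plus 3 SD, cut at about 8% in these data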
Starred values were filed as active, the others as inactive; · = not tested or not shown.

SMILES | ABHD5-PLIN5 inh | PDI turbidity | m5-HT2A agonist | MC4R antag cAMP | Granule exo inh | CaV13 ICDI inh | ABCB6 inh 2 | Cardio protect | Glyco luc inh | MC4R barr agon
CCOc1ccc(NC(=O)Cc2ccccc2)cc1 | -2 | 8 | -3 | 1 | 3 | -4 | 94 | -8 | -3 | -1.5
O=C(CSc1nncc(=O)[nH]1)NCc1ccccc1 | -8 | 1 | -4 | 6 | -3 | -3 | 101 | -2 | 1 | -1.3
CN(C/C=C/c1ccccc1)C1CCCCC1 | -3 | -4 | -2 | 21 | 0 | -13 | 97 | 0 | 1 | 0.1
O=C(COC(=O)c1cccnc1Cl)c1ccc(Cl)cc1Cl | 3 | -2 | -2 | 11 | 5 | -5 | 104 | 2 | 2 | -2.5
COc1cccc(N2CCN(C(=O)CCC(=O)N3CCOc4ccc(C)cc43)CC2)c1 | -7 | · | -2 | 3 | -1 | -8 | 98 | 0 | 2 | 1.7
O=C(N/N=C/c1ccc([N+](=O)[O-])s1)C(O)c1ccccc1 (centres undefined) | 2 | -1 | 0 | -7 | 8 | -18 | 104 | -16 | -7 | -1.7
C/C(Cn1cnc([N+](=O)[O-])n1)=N\NC(=O)c1ccccc1 | -6 | 0 | 2 | 3 | -2 | -4 | 97 | 2 | 1 | -1.0
CCOc1ccccc1OCC(=O)OCC(=O)Nc1ncc(Cl)cc1Cl | -5 | 0 | -1 | 4 | 4 | · | 86 | 4 | 0 | 1.6
COc1ccc(-c2c(C#N)c(N)nc3c2c(=O)n(C)c(=O)n3C)cc1 | -6 | 7 | -7 | -5 | 1 | -7 | 95 | 3 | 2 | -2.6
CCOc1c2ccc(C(=O)NCc3ccc4c(c3)OCO4)cc2nn1C | 0 | -8 | 0 | -3 | -1 | -5 | 101 | 1 | 0 | 0.5
CC(C)(C)c1cc(NCc2ccccn2)n2ncc(-c3ccc(Cl)cc3)c2n1 | 6 | 0 | -5 | 13 | 14 | 2 | 97 | 3 | -2 | 1.4
Cc1ccccc1-c1nc(CN(Cc2c(C)nn(C)c2C)C2CC2)c(C)o1 | 7 | -9 | 0 | -1 | 0 | 2 | 96 | 2 | -4 | 1.6
C[C@@H](NC(=O)c1nc[nH]c1C(=O)N[C@H](C)c1ccccc1)c1ccccc1 | -7 | 11 | 5 | 2 | 0 | -9 | 100 | 11 | -1 | 3.6
O=C(N/N=C/c1ccc(OCC2COCCO2)cc1)c1ccc(Br)cc1 (centres undefined) | 3 | 2 | -5 | 10 | 6 | 5 | 96 | 18 | 2 | 0.1
O=C(CCC1CCCCC1)Nc1c2c(nn1-c1ccc(F)cc1)CS(=O)(=O)C2 | 1 | 6 | 2 | 2 | 1 | -8 | 101 | -1 | -4 | -0.1
O=C(NCCC1=CCCCC1)C1CCN(S(=O)(=O)c2cccc3nsnc23)CC1 | 5 | -15 | 1 | -3 | -5 | · | 87 | -1 | -3 | 1.2
COc1ccc2nc(-c3ccccc3)cc(C(=O)N3CCC3)c2c1 | 9 | 7 | 4 | 5 | -1 | -6 | 100 | 5 | 1 | -1.8
CN(C)S(=O)(=O)c1ccc(N2CCCC2)c(C(=O)OCC(=O)NC2CCCCC2)c1 | 10 | -8 | -3 | 0 | 1 | -6 | 104 | -7 | -3 | -1.9
COc1ccccc1N1CCN(C2CCCN(C(=O)CCc3c(C)noc3C)C2)CC1 (centres undefined) | 0 | 1 | 2 | 0 | 2 | -6 | 102 | 3 | 0 | -1.0
CC(C)[C@H](Nc1ccc(C(F)(F)F)cc1[N+](=O)[O-])C(=O)O | 0 | -3 | 0 | 17 | -1 | 0 | 101 | -3 | -1 | 1.8
CS(=O)(=O)C1=C(O)C(=O)N(c2ccccc2)C1c1ccccc1 (centres undefined) | 1 | 1 | 7 | 4 | 9 | · | 94 | 5 | 1 | 0.9
N#C/C(=C/c1cn(-c2ccccc2)nc1-c1cccc(S(=O)(=O)N2CCCC2)c1)C(=O)NCc1ccco1 | 9 | -2 | 2 | 25 | -4 | -4 | 92 | 5 | -5 | 0.2
CCSc1ccc(NC(=O)c2cccnc2)cc1 | 3 | -6 | -1 | 5 | 2 | -5 | 94 | -4 | -1 | -1.9
CCc1cccc(C)c1NC(=O)c1cccc(N(C)C)c1 | -6 | 0 | 1 | 2 | 70* | -4 | 99 | 11 | 2 | -0.5
COc1ccccc1Oc1ccc2c(c1)C(=O)N(c1ccccc1)C2=O | 0 | 9 | -4 | 5 | -3 | -5 | 94 | -11 | 0 | 0.6
SMILES | ABHD5-PLIN5 inh | PDI turbidity | m5-HT2A agonist | MC4R antag cAMP | Granule exo inh | CaV13 ICDI inh | ABCB6 inh 2 | Cardio protect | Glyco luc inh | MC4R barr agon
CCCCOC(=O)Nc1ccc(S(=O)(=O)Nc2nc(C)cc(C)n2)cc1 | 7 | 1 | 0 | 7 | 0 | -8 | 112 | 2 | -1 | -3.5
Cc1ccc2nc(SCC(=O)N/N=C/c3ccc(C(=O)O)cc3)cc(C)c2c1 | 0 | 2 | 9 | 15 | 4 | -21 | 100 | -1 | -1 | -0.7
O=C(O)C1Cc2ccccc2CN1C(=O)c1ccco1 (centres undefined) | -6 | 8 | 1 | -2 | -5 | 11 | 93 | -1 | 1 | -1.6
O=C(c1ccco1)N1CCN(Cc2nc3cc(Cl)ccc3c(=O)[nH]2)CC1 | 3 | 2 | 7 | 19 | -2 | 4 | 96 | -4 | 3 | -0.5
Cc1ccc(C)c(N(CC(=O)NC(C)(C)C)C(=O)CCC(=O)Nc2nccs2)c1 | 2 | -1 | 7 | -1 | -1 | -20 | 101 | -4 | -2 | -0.3
CCOC(=O)CSc1nnc(CNC(=O)c2cccs2)n1-c1cc(C)ccc1C | 1 | -1 | 2 | 7 | 1 | -7 | 101 | 0 | 2 | -0.8
OCCOCCNc1ncnc2nc[nH]c12 | 4 | 3 | 2 | 4 | -4 | -6 | 98 | -6 | 0 | 0.9
CCNc1cc(=O)n(C)c(=O)n1C | 2 | -9 | 4 | 0 | -8 | · | 181 | 8 | 2 | -0.8
CN(C)CCn1c(=O)n(C2CCCCC2)c(=O)c2c3c(sc21)CCCCC3 | 0 | 1 | -4 | -1 | 6 | -4 | 92 | -1 | 2 | -0.4
CCCCC(C(=O)O)C(C)CC(=O)Nc1cccc(C(=O)O)c1 (centres undefined) | -5 | -1 | 5 | 7 | 6 | · | 112 | 10 | 2 | -2.9
NNC(=O)c1ccc(-c2ccccc2F)cc1 | 13 | 6 | -10 | 2 | 4 | -21 | 94 | 5 | 0 | 5.8
O=C(c1ccccc1)N1CCC(CC2CC(c3cccc(Br)c3)=NO2)(C(=O)NCC2CCCCC2)CC1 (centres undefined) | -4 | 1 | -10 | 2 | -10 | · | 97 | 1 | -2 | 4.6
COc1ccccc1CNC(=O)C1CC(c2ccccc2C(F)(F)F)=NO1 (centres undefined) | 0 | 0 | -3 | 5 | -1 | -5 | 96 | 6 | 3 | -1.1
COc1ccc2c(=O)c(-c3ccccc3)coc2c1 | 8 | · | 4 | 2 | 8 | · | 98 | -11 | -8 | 0.5
O=C(/C=C/c1ccco1)N(Cc1ccc(Cl)cc1)C1CCS(=O)(=O)C1 (centres undefined) | 13 | -4 | 2 | -2 | -4 | -3 | 96 | 1 | 0 | -1.1
Cc1ccc(S(=O)(=O)N2CCC(C(=O)OCC(=O)NCc3cccc(Cl)c3)CC2)cc1C | 4 | -9 | 0 | 19 | 0 | -4 | 96 | -1 | 4 | 1.3
CNC(=S)N1N=C(c2ccc(Br)cc2)CC1c1ccc(Br)cc1 (centres undefined) | -3 | -4 | -2 | 1 | 1 | -6 | 101 | -3 | -4 | -1.4
Cc1csc2nc(O)c(C(=O)NCCC3=CCCCC3)c(=O)n12 | 4 | -16 | 2 | -4 | -1 | -16 | 94 | -4 | -3 | 14*
COc1cccc(-n2nc(C(=O)N3CC(C)CC(C)C3)c3ccccc3c2=O)c1 (centres undefined) | -4 | -4 | -1 | 11 | -1 | -4 | 106 | 5 | 2 | -1.9
COc1ccccc1NC(=O)CCn1c(=S)oc2ccccc21 | 7 | -2 | -6 | 10 | -6 | -18 | 98 | 8 | -2 | 0.9
c1ccc2c(c1)NCCS2 | -10 | 0 | 2 | 4 | 7 | -3 | 133 | 14 | -2 | -0.2
COc1ccc(CCNC(=O)COc2cccc(-n3cnnn3)c2)cc1 | -8 | -1 | -10 | 3 | 4 | -4 | 94 | 8 | 2 | -3.1
CS(=O)(=O)N1CCCC(C(=O)NCCc2ccc(Cl)cc2)C1 (centres undefined) | -1 | 11 | 10 | 2 | -6 | -6 | 102 | -1 | -1 | -0.8
Cc1cc(=O)n2c(n1)NC(=NCc1ccccc1)NC2c1ccccc1 (centres undefined) | -7 | 9 | 7 | 2 | -15 | 1 | 94 | 4 | 2 | -1.3
COC(=O)C1=C(C)N(CCc2ccccc2)C(=O)C1 | 2 | 1 | 1 | 13 | 0 | · | 108 | 8 | 1 | -1.1
SMILES | ABHD5-PLIN5 inh | PDI turbidity | m5-HT2A agonist | MC4R antag cAMP | Granule exo inh | CaV13 ICDI inh | ABCB6 inh 2 | Cardio protect | Glyco luc inh | MC4R barr agon
CC1=C(C(=O)OCC(C)C)C(c2cc3c(cc2Br)OCO3)NC(=O)N1C (centres undefined) | -1 | -8 | -3 | 3 | -2 | · | 101 | 10 | -1 | 3.4
Cc1cccc(CSC2=NCCN2C(=O)C2CC2)c1 | -8 | -6 | -2 | -2 | 0 | 1 | 121 | 26 | 1 | -1.1
COc1ccccc1Cn1c(=S)[nH]c2cc(C(=O)NCCN(C)C)ccc2c1=O | 5 | -6 | -8 | 3 | 40 | -5 | 96 | 7 | -3 | -1.7
Fc1ccc(OCc2nnc(-c3ccccc3Br)o2)c(Cl)c1 | -7 | -17 | -3 | -2 | 8 | -5 | 95 | -8 | -4 | -0.8
CN(C)CCCNc1c2c(nc3cc(-c4cccc(F)c4)nn13)CCC2 | 1 | -4 | -2 | 21 | -2 | -3 | 101 | 10 | 1 | 2.3
O=C1c2cnc3ncnn3c2CC2c3ccccc3CCN12 (centres undefined) | -2 | 3 | 1 | 12 | 0 | -2 | 93 | 7 | 4 | -0.1
Nc1ccc(C(=O)O)cc1S(=O)(=O)O | -1 | 1 | 3 | 8 | -2 | -5 | 101 | 0 | 1 | 1.4
Cc1c(Cl)cccc1-n1cnc(=O)c2ccccc21 | -3 | 5 | 2 | 3 | -2 | -21 | 99 | 5 | 0 | 1.5

Three compounds out of the list, arranged by molecular weight, smallest number first.
SMILES | ABHD5-PLIN5 inh | PDI turbidity | m5-HT2A agonist | MC4R antag cAMP | Granule exo inh | CaV13 ICDI inh | ABCB6 inh 2 | Cardio protect | Glyco luc inh | MC4R barr agon
Nc1ccc(C(=O)O)cc1S(=O)(=O)O | -1 | 1 | 3 | 8 | -2 | -5 | 101 | 0 | 1 | 1.4
Cc1cccc(CSC2=NCCN2C(=O)C2CC2)c1 | -8 | -6 | -2 | -2 | 0 | 1 | 121 | 26 | 1 | -1.1
COc1ccccc1Cn1c(=S)[nH]c2cc(C(=O)NCCN(C)C)ccc2c1=O | 5 | -6 | -8 | 3 | 40 | -5 | 96 | 7 | -3 | -1.7
